Assay outcomes: PubChem BioAssay, National Center for Advancing Translational Sciences (NCATS)
Nrf2 inh = blocks Nrf2 signaling. Potency, µM (highest dose often 46 µM), inactives show at the top dose activity change, negative = inhibition, usual class: inhibitors. hit rate 2.1% among 360,000. A549 ARE-Fluc reporter, luciferase luminescence, 18-24 h. AID 504444; note: potency is the fitted concentration of half-maximal effect; % is set by controls: 0 for no effect and ±100 for the full control effect; nearly all actives have a fitted effect of over 60% in size
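In this cell-based qHTS, ARE-driven firefly luciferase in A549 cells reports Nrf2 activity; the luminescent signal after BugLite lysis is the measured value, with a prior CellTiter-Fluor read for cell health.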
EPAC2 antag = antagonists of human EPAC2. Q8WZA2. EPAC2 GEF exchange of Rap1B-BODIPY-GDP, fluorescence. Potency, µM (series often up to 114 µM), without a hit: top-dose activity, negative = inhibition, usual class: inhibitors. hit rate 0.18% among 360,000; note: potency is the fitted concentration of half-maximal effect; % is set by controls: 0 for no effect and ±100 for the full control effect; nearly all actives have a fitted effect of over 45% in size; many of its hits are not listed in these tables
Target sequence (Q8WZA2 whole entry, looked up): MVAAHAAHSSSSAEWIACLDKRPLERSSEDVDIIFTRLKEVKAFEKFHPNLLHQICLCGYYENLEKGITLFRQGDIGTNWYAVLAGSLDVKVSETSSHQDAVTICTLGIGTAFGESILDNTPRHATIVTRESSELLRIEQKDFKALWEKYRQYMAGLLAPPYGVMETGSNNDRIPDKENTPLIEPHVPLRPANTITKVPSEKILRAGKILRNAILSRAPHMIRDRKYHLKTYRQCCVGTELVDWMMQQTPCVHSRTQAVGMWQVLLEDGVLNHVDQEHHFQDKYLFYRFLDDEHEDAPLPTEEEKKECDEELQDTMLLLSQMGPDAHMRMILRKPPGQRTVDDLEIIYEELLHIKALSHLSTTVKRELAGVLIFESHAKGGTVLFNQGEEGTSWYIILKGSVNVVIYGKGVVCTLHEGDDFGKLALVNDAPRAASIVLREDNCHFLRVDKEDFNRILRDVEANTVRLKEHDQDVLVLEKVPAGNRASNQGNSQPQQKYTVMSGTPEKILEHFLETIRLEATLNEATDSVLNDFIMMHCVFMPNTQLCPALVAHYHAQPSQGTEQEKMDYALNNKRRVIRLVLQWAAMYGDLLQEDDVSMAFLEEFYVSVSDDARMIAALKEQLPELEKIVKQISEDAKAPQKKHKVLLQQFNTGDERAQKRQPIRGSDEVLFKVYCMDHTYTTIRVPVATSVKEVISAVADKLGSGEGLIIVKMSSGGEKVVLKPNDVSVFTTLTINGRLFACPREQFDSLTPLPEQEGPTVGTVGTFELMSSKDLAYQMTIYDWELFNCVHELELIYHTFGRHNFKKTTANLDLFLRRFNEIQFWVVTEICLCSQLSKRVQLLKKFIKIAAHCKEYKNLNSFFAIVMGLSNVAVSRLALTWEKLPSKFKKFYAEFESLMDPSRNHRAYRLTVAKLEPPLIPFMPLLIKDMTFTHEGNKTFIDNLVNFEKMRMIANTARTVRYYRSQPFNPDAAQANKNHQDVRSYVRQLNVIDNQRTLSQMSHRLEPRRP
CCT chaperon mod = changes cytosolic chaperonin activity; hit rate 0.3% among 360,000; purified chaperonin ATPase assay, HTRF ADP detection, 30 min; activity change, % (no concentration beside the values), hits read low; in the data active = activity change below about -30%; note: % is set by controls: 0 for no effect and ±100 for the full control effect
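First, chaperonin was dispensed at 40 nM or 20 nM final depending on batch activity. Next, compounds were pinned at 76 uM and ATP added at 10 uM. After 30 min at 37 °C, ADP detection reagents ran 30 min at ambient temperature.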
MmCpn inh = M. maripaludis TRiC chaperonin inhibition. Potency, µM (highest dose often 76.9 µM), without a hit: at the top dose activity, negative = inhibition, hits mostly inhibitors. hit rate 0.031% among 330,000. purified Mm-Cpn ATPase, ADP Transcreener TR-FRET. AID 504842; note: potency is the fitted concentration of half-maximal effect; % is set by controls: 0 for no effect and ±100 for the full control effect; nearly all actives have a fitted effect of over 80% in size
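ATP (10 uM final) was added to archaeal chaperonin (25 nM final) after 10 min exposure to test compound at 37°C; after 30 min further incubation, ADP was detected by competitive TR-FRET.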
A549 viability = kills or reduces viability of A549 cells in Nrf2 counter-screen; A549 ARE-Fluc cells, CellTiter-Fluor viability, 18-24 h; Potency, µM (doses to about 46 µM), for the others: at the highest dose activity change, negative = cytotoxicity, most hits filed as inhibitors; hit rate 0.16% among 390,000; AID 504648; note: potency is the fitted concentration of half-maximal effect; % is set by controls: 0 for no effect and ±100 for the full control effect
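Cytotoxicity counterscreen: CellTiter-Fluor fluorescence was measured in A549 ARE_Fluc cells after 18-24 h of compound exposure in a concentration series. The subsequent BugLite luminescent read reports ARE-luciferase activity.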
Nrf2 activator = Nrf2 pathway activation. hit rate 0.31% among 410,000. AREc32 ARE-luciferase reporter (MCF7-derived line), luminescence, 24 h. Potency, µM (series often up to 46.1 µM), for the others: top-dose activation, usual class: activators; note: potency is the fitted concentration of half-maximal effect; % of control where 0% means no effect; nearly all actives have a fitted effect of over 65% in size
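AREc32_Fluc, 1000 cells/well, OPTI-MEM + 5% FBS, o/n 37 deg C 5% CO2; 23 nL cpd by pin tool, 24 hr; Steady-Glo 30 min RT, luminescence.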
pAkt inh = inhibitors of Akt phosphorylation; hit rate 0.32% among 360,000; AID 651550; Neuro2A IGF-stimulated pAkt S473 HTRF, 20 min; active compounds read low; activity change, % for hits at 50 µM; in the data active = activity change below about -80%; inconclusive = mostly about -51% to -80%; note: % is set by controls: 0 for no effect and ±100 for the full control effect
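Neuro2A cells (4,500/well, DMEM with 0.5% FBS) were treated with compound at a single 50 µM final concentration, stimulated with 6 nM IGF for 20 min at 37 °C, and lysed. Phospho-Akt Ser473 was read by HTRF as 665/615 ratio ×10^4.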
EPAC2 agonist = agonists of human EPAC2 (RAPGEF4); Potency, µM (top dose mostly 154 µM), for the others: at the highest dose activation, usual class: activators; EPAC2 activation, biochemical qHTS; response scale: 100% = 6.5 mM cAMP response; AID 720711; hit rate 0.079% among 360,000; Q8WZA2; note: potency is the fitted concentration of half-maximal effect; nearly all actives have a fitted effect of over 50% in size
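Fluorescence exchange assay: 100 nM EPAC2 with 250 nM RAP1B-BODIPY-GDP and 50 uM GDP; compounds tested as a concentration-titration series (qHTS). Loss of Rap1-bound BODIPY-GDP fluorescence read at 480/540 nm; data normalized to 6.5 mM cAMP.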
TGFb SMAD3 inh = TGF-b pathway inhibition; HepG2 CAGA-GFP TGF-b/SMAD3 reporter, GFP fluorescence, 18 h; TGF-beta stimulated, 500 pg/mL final; Potency, µM (series often up to 46.1 µM), for the others: at the top dose activity, negative = inhibition, actives largely listed as inhibitors; hit rate 1.2% among 410,000; AID 588855; note: potency is the fitted concentration of half-maximal effect; % is set by controls: 0 for no effect and ±100 for the full control effect; nearly all actives have a fitted effect of over 65% in size
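Using HEPG2 CAGA-GFP reporter cells at 1000 cells/well, we pinned test compounds, stimulated with recombinant TGF-beta (500 pg/mL final) and measured total well GFP after 18 h.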
* = called active by the depositor; i = inactive; ? = inconclusive; . = no result given; [ ] = another dose, or the depositor's remark. Unless noted, calls come from the whole dose curve; as a rule, active = well fitted curve in the direction sought with a large enough effect; inconclusive = small, poorly fitted or top-dose-only effect, or another doubt; inactive = no such curve, though single readings can be large; an effect the other way counts as inactive or inconclusive. Not all compounds are listed. The share of hits here may be higher or lower than overall.

SMILES	Nrf2 inh	EPAC2 antag	CCT chaperon mod	MmCpn inh	A549 viability	Nrf2 activator	pAkt inh	EPAC2 agonist	TGFb SMAD3 inh
COC(=O)c1ccc(COC(=O)c2nn(C)c(=O)c3ccccc23)cc1	11%	-13%	1.2	2%	2%	4.1%	i	6%	-9%
Cc1ccc(NC(=O)C2CCN(S(=O)(=O)c3c(C)nn(C)c3C)CC2)c(Cl)c1	-9%	7%	-1.3	0%	-1%	0.5%	i	12%	-2%
O=C(Cn1cc2c(n1)CCCCC2)NCCCN1CCOCC1	0%	-7%	0.6	1%	-7%	-1.0%	i	3%	-1%
CCOc1ccccc1CN1CCN(CC2CC2)CC1CCO (centres undefined)	6%	8%	-2.7	-2%	-1%	-0.6%	i	2%	3%
Cc1occc1C(=O)N1CCN(S(=O)(=O)c2ccccc2)CC1	-17%	0%	-2.2	-10%	1%	-0.3%	i	20%	0%
Cc1oc2cc(OCC(=O)O)ccc2c(=O)c1Oc1ccccc1	11%	6%	-0.1	0%	-1%	-0.2%	i	12%	-1%
COc1cc(C2NC(=O)c3ccccc3O2)ccc1OC(C)C (centres undefined)	-44%	-6%	-2.4	0%	-3%	1.6%	i	7%	20%
CN1C(=O)N(c2ccccc2)C(Nc2nncs2)C1(C)C (centres undefined)	.	2%	1.3	-1%	12%	0.4%	i	6%	-2%
CC1(C)OC(C)(C)/C(=C\c2ccc(OCC(N)=O)cc2)C1=O	-9%	5%	0.3	-6%	-1%	-0.3%	i	2%	-7%
O=C(COc1cccc2ccccc12)N/N=C/c1ccncc1	14%	-5%	-2.1	0%	-7%	-1.0%	i	12%	-12%
O=C(COc1ccc([N+](=O)[O-])cc1)Nc1ccccc1N1CCCC1	-14%	-1%	1.6	0%	4%	2.8%	i	13%	-4%
O=C(Nc1ccccc1-c1nc2ccccc2s1)c1cccnc1Cl	?	2%	-0.8	-1%	-20%	7.4%	.	8%	3%

Looked up above.
O=C(COc1ccc([N+](=O)[O-])cc1)Nc1ccccc1N1CCCC1 @ Nrf2 inh = -14%
O=C(COc1cccc2ccccc12)N/N=C/c1ccncc1 @ Nrf2 inh = 14%
O=C(Nc1ccccc1-c1nc2ccccc2s1)c1cccnc1Cl @ EPAC2 antag = 2%
CN1C(=O)N(c2ccccc2)C(Nc2nncs2)C1(C)C (centres undefined) @ Nrf2 activator = 0.4%

The results go on:
SMILES	Nrf2 inh	EPAC2 antag	CCT chaperon mod	MmCpn inh	A549 viability	Nrf2 activator	pAkt inh	EPAC2 agonist	TGFb SMAD3 inh
CC(=O)c1ccccc1NC(=O)COC(=O)c1c(C)nn(-c2ccccc2)c1C	-9%	-5%	0.3	-3%	0%	4.3%	i	13%	-2%
C/C(=N\NC(=O)CSc1nc(C)[nH]c1[N+](=O)[O-])c1ccc(F)cc1	?	5%	0.7	2%	-9%	-0.2%	i	4%	-13%
CCOc1ccc(Nc2c(S(=O)(=O)c3ccc(Cl)cc3)cnc3ccc(OC)cc23)cc1	?	.	.	.	-22%	3.2%	.	.	0%
COc1ccc(CN(CC(=O)NCc2ccc(F)cc2)C(=O)CCC(=O)Nc2nccs2)cc1	4%	-14%	-2.0	-2%	12%	-0.3%	i	8%	3%
CCN(Cc1ccccc1)C(=O)c1cn(-c2cccc(OC)c2)c(=O)c2ccccc12	22%	.	.	.	-6%	2.4%	.	.	-4%
Cc1ccc(/C=N/n2nnnc2N)o1	5%	-5%	1.5	1%	-1%	1.9%	i	1%	14%
CCCC(C)NC(=O)c1cc(S(=O)(=O)N2CCCCCC2)ccc1OC (centres undefined)	?	-16%	0.8	-2%	6%	-0.8%	i	7%	2%
CS(=O)(=O)c1ccc2c(c1)sc1nc(=O)c(/C=C3/C=CC(=O)C(O)=C3)c(N)n12	3%	0%	0.1	-6%	-4%	2.9%	i	1%	13%
Cc1nn(C)c(C)c1S(=O)(=O)N1CCC(CO)(CC2CCCCO2)CC1 (centres undefined)	6%	15%	2.3	4%	-16%	-0.6%	i	-3%	7%
Cc1ccc(S(=O)(=O)NC(=O)Nc2cc(C)ccc2F)cc1	.	-8%	-1.6	2%[15.4 µM]	5%	-1.0%	.	7%	5%
C[C@H]1CN([C@@H](C)CO)C(=O)c2cccc(NC(=O)c3cnccn3)c2O[C@@H]1CN(C)S(=O)(=O)c1ccc(F)cc1	-11%	14%	-1.9	3%	10%	-0.6%	i	1%	-1%
COc1cc(/C=N/NC(=O)CNC(=O)c2ccc3c(c2)OCCO3)ccc1O	-10%	-5%	-8.5	1%	-21%	0.3%	i	-1%	3%
Nc1nc(SCC(=O)Nc2cc(Cl)c(Cl)cc2Cl)n[nH]1	-3%	-7%	-0.7	2%	0%	4.9%	i	-4%	6%
O=C(OCC#Cc1c(COC(=O)c2ccccc2)nnn1Cc1ccccc1)c1ccccc1	0%	12%	-2.3	3%	1%	5.9%	i	3%	1%
CCCCN(CCCC)S(=O)(=O)c1ccc(NS(=O)(=O)c2ccc(NC(C)=O)cc2)cc1	16µM*	?	-7.8	1%	-10%[1.84 µM]	0.2%	i	4%	?
O=C1c2ccccc2-c2onc3c(Br)cc(NC4CCCCC4)c1c23	1%	.	.	.	-2%	0.1%	.	.	-14%
CSc1nc2[nH]ncc2c(=O)n1-c1ccccc1	-16%	3%	-2.6	0%	-1%	0.1%	i	-1%	-8%
O=C(NN=C1CCCC1)c1ccccc1OCc1ccc(Cl)cc1	1%	-10%	-1.7	-1%	1%	-0.6%	i	7%	7%
CCOc1ccccc1NC(=O)NC1CCCCCCC1	-7%	4%	1.9	-2%	-1%	2.7%	i	-5%	0%
CCOc1ccc(/C(O)=C2/C(=O)C(=O)N(CC3CCCO3)C2c2cccs2)cc1 (centres undefined)	4%	-4%	-1.3	-12%	13%	-0.1%	i	6%	?
O=C(Nc1ccc(Cc2ccncc2)cc1)c1ccc(S(=O)(=O)N2CCCC2)cc1	16µM*	-8%	1.1	-4%	-20%	1.5%	i	4%	-5%
CC12CCC(=O)C=C1CCC1C2CCC2(C)C(c3csc(N)n3)CCC12 (centres undefined)	18µM*	-5%	-10	.	?	2.8%	i	4%	13µM*
c1ccc(C(c2ccccc2)c2noc(CN3CCC(c4ccncc4)CC3)n2)cc1	1%	-12%	1.3	0%	7%	4.1%	i	-2%	-5%
O=C1CCc2cc(S(=O)(=O)Nc3ccccc3)cc3c2N1CC3	-10%	6%	0.1	1%	1%	2.3%	i	2%	13%
CC(C)(C)OC(=O)N1CCC[C@H]1C(=O)Nc1ccc(S(=O)(=O)C(F)F)cc1	-28%	-10%	2.0	1%	0%	1.9%	i	3%	-28%
COc1ccccc1C(=O)N/C(=C\c1cn(C)c2ccccc12)C(=O)N1CCCC1	-18%	-6%	-1.2	1%	-15%	4.0%	i	4%	2%
CCOc1ccc(NC(=O)CN(C)C(=O)c2cn(-c3ccc(C)cc3)nc2-c2cccc(OC)c2)cc1OCC	-26%	-7%	-0.4	.	-10%	0.3%	i	-16%	-3%
COc1ccc(NC(=O)c2ccco2)c(NC(=O)Cc2cccs2)c1	-10%	0%	-0.3	1%	-1%	-0.7%	i	3%	0%
CCOc1ccccc1NC(=O)COC(=O)Cc1ccsc1	-1%	-1%	-0.1	1%	0%	-0.9%	i	15%	6%
Cn1c(=O)c2c(ncn2CC(COCc2ccccc2Cl)OCc2ccccc2Cl)n(C)c1=O (centres undefined)	?	-1%	-0.2	1%	-9%	-0.9%	i	18%	3%
COc1ccc(-n2cc(C(=O)c3ccc4ccccc4c3O)cn2)cc1	?	3%	1.2	-5%	-1%	5.8%	i	11%	10%
CCOC(=O)c1cnc(-n2nc(C)cc2C)nc1N(CC)CC	-1%	2%	-1.8	-1%	-8%	-0.1%	i	-7%	0%
CCN(CC)C(=O)C1CCCN(C(=O)c2cc(COc3cccc(OC)c3)on2)C1 (centres undefined)	10%	-1%	-2.3	-2%	2%	2.6%	i	-2%	?
CCn1c(COc2ccccc2OC)nc2ccccc21	?	-12%	-2.6	0%	0%	?	i	6%	?
COc1cc2c(cc1OC)C(c1cc(Br)c(OC)c(OC)c1)CC(=O)N2 (centres undefined)	-27%	-19%	-6.1	-4%	-3%	5.0%	i	6%	31%[activator]
COc1ccc(/C=N/Nc2nc(N3CCCC3)nc(N3CCCC3)n2)cc1	?	-1%	-1.0	-1%	-5%	-0.4%	i	-2%	-16%

Quoted at random: two records from the list
SMILES	Nrf2 inh	EPAC2 antag	CCT chaperon mod	MmCpn inh	A549 viability	Nrf2 activator	pAkt inh	EPAC2 agonist	TGFb SMAD3 inh
O=C(NN=C1CCCC1)c1ccccc1OCc1ccc(Cl)cc1	1%	-10%	-1.7	-1%	1%	-0.6%	i	7%	7%
O=C(COc1ccc([N+](=O)[O-])cc1)Nc1ccccc1N1CCCC1	-14%	-1%	1.6	0%	4%	2.8%	i	13%	-4%

Next compounds
SMILES	Nrf2 inh	EPAC2 antag	CCT chaperon mod	MmCpn inh	A549 viability	Nrf2 activator	pAkt inh	EPAC2 agonist	TGFb SMAD3 inh
COc1ccc(N2CCN(C3CC(=O)N(Cc4ccccc4)C3=O)CC2)cc1 (centres undefined)	13%	-4%	-2.0	-1%	1%	0.0%	i	-1%	-1%
CNC(=O)c1nn(-c2ccc(Cl)cc2)ccc1=O	.	6%	1.2	0%	0%	-0.2%	i	-6%	-7%
CC(=O)Nc1ccc(OCc2cccc3ccccc23)cc1	?	-8%	1.1	-1%	13%	0.2%	i	9%	5%
Cc1nc(-c2ccccc2)cc(N2CCCC2)n1	8%	5%	-0.3	0%	-4%	?	i	-8%	6%
O=[N+]([O-])c1ccc(N/N=C/c2ccc(O)c(O)c2O)c(S(=O)(=O)N2CCOCC2)c1	2%	-16%	-1.6	-2%	?	4.6%	i	-1%	?
Cc1ccc(C(=O)OC(C)C(=O)c2cc(C)c(C)cc2C)o1 (centres undefined)	-3%	?	0.0	-2%	-2%	21%	i	9%	1%
